Compound activity from PubChem.
Smad3 inh: Smad3 (human) transcription factor binding inhibition. P84022. TR-FRET Smad3/Dy647-FoxH1 peptide binding, europium anti-His. inhibition, % at 25 µM. 88,000 tested, 0.29% active;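 active = compounds that reduce the energy-transfer binding signal between the protein and its labelled peptide by more than half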;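 note: 0% = Smad3 plus labelled peptide maximal FRET and 100% = peptide-only background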
LYP inh 2: inhibitors of human LYP (PTPN22) phosphatase; Q9Y2R2; 96,000 tested, 0.21% active; inhibition, % at 2 µM; recombinant LYP catalytic domain, DiFMUP fluorescence;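 active = inhibition at 2 µM at or above a set limit, the screen mean plus 3 SD, cut at about 24% in these data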;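 note: 0% = DMSO with enzyme and 100% = enzyme fully blocked by orthovanadate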
Target sequence (Q9Y2R2 whole entry, looked up, the tested form may be a part): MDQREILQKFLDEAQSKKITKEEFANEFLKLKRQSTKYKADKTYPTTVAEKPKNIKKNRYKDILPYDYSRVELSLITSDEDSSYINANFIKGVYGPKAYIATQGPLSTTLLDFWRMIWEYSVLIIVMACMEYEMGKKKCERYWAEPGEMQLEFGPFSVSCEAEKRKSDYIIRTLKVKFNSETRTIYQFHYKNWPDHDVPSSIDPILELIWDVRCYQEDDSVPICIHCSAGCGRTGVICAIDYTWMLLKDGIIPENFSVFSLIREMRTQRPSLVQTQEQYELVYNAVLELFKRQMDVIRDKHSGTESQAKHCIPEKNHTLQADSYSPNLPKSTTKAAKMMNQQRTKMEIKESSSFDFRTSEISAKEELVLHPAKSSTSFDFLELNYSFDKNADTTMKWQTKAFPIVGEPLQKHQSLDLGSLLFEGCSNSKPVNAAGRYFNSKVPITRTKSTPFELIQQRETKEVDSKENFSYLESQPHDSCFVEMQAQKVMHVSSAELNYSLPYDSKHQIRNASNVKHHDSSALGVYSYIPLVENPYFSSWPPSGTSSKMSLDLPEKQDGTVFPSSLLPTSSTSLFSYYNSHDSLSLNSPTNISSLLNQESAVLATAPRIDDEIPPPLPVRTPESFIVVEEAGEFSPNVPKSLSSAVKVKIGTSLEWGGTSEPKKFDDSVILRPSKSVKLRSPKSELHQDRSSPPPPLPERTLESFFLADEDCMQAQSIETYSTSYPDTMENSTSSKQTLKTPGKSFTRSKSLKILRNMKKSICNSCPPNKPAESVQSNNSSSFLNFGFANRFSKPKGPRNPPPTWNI
DAT uptake mod: modulates human dopamine transporter uptake under cocaine | Q01959 | LLC-PK1 hDAT cells, [14C]-dopamine uptake with cocaine IC80; actives deviate in either direction | B-score at 10 µM | 110,000 tested, 1.3% active | AID 449768;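 active = Z score or B-score, a plate-position-corrected score, falls beyond the plate's 99.7% confidence bounds, in either direction; inactive = both scores lie inside the 99.7% bounds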;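 note: scored against the spread of the other compound wells on the same plate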
HUVEC tox TNFa: HUVEC cytotoxicity counter-screen, TNF alpha stimulated. cell count reduction, % at 2 µM. HUVEC TNFalpha-stimulated, Hoechst cell count, imaging. 93,000 tested, 0.17% active. AID 848;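 active = cell count reduction exceeding the screen mean by over 5 SD, scaled to untreated wells per plate, cut at about 78% in these data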;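 note: cells counted after 24 h of TNF alpha exposure following the 1 h pretreatment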
IL1B cytotox: toxic to HUVEC cells under IL-1B stimulation; HUVEC cell count loss, Hoechst imaging, IL-1B stimulated; cell count reduction, % at 2 µM; 94,000 tested, 0.41% active;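 active = cell count reduction more than 3 SD above the screen-wide mean, cut at about 70% in these data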;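 note: normalized per plate to untreated control cells as the no-loss baseline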
MT1-MMP txn act: activates MT1-MMP transcription | activation factor at 10 µM | HT1080 MT1-MMP promoter luciferase reporter, luminescence, overnight; active compounds read high | 86,000 tested, 0.16% active;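 active = activation factor of at least 2 for MT1-MMP transcription at 10 µM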
VCAM1 TNFa inh: reduces TNF alpha induced VCAM1 expression in HUVEC; HUVEC TNFa-induced VCAM-1 immunofluorescence, high-content imaging; inhibition, % at 2 µM; 95,000 tested, 0.48% active;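 active = inhibition above the batch mean plus 3 SD, with images confirmed as a hit by eye, cut at about 37% in these data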;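 note: 0% = TNF-stimulated DMSO wells and 100% = unstimulated control wells; not every result past the cut was called active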
Calb biofilm kill: kills Candida albicans biofilms. C. albicans biofilm + clotrimazole, Alamar Blue. inhibition, % at 6 µM. 85,000 tested, 0.14% active;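 active = inhibition above 20%; inactive = inhibition below 20%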;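 note: preformed 24 hr biofilms exposed to compound for 48 hr; 0% = biofilm without compound and 100% = blank killed by clotrimazole plus chlorhexidine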
cytoskel mod: alters cytoskeleton assembly in HUVEC cells; inhibition, % at 2 µM; 91,000 tested, 0.18% active; HUVEC TNFa F-actin phalloidin imaging, high content;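 active = inhibition above the batch mean plus 3 SD and confirmed as a hit by visual image inspection, cut at about 30% in these data, passing the limit was not always enough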; note: strong numbers were not always called active
An asterisk follows results filed as active; x = no result given; [ ] = dose if it differs, or a comment. This is a subset; rates above refer to the full screens.

SMILES	Smad3 inh	LYP inh 2	DAT uptake mod	HUVEC tox TNFa	IL1B cytotox	MT1-MMP txn act	VCAM1 TNFa inh	Calb biofilm kill	cytoskel mod
O=C1/C(=C\c2ccc3c(c2)OCO3)N2CCC1CC2	x	4	-0.57	-8	x	x	13	x	2
CC1(C)C(C(=O)NN2C(=O)c3ccccc3C2=O)C1(C)C	x	-13	0.22	-6	2	x	-3	x	2
CCSP1(=S)N=C(N2CCOCC2)C(C#N)=C2CCCN21 (stereo unspecified)	3	-23	-0.88	-3	-1	1.1	-14	6	1
O=C1CN(C(=O)CN2CCCCC2)C(c2ccccc2)c2cc(Br)ccc2N1 (stereo unspecified)	11	-1	-0.81	11	22	1	44	-5	3
Cc1ccc(C(=O)C2(C)N(O)C(C)C(c3cccs3)=[N+]2[O-])cc1 (stereo unspecified)	x	7	-0.44	-31	-16	x	2	x	0
COc1ccc(Br)cc1CN1CCN(CCO)CC1	0	8	0.16	-27	-1	1.2	3	9	-18
COc1ccc(CN2C(=O)CC(=O)NC2=O)cc1	-1	-8	0.55	-19	-18	1.2	18	-1	16
COc1cc(Cn2c(N)c(C(=O)NCc3ccco3)c3nc4ccccc4nc32)cc(OC)c1OC	5	-13	2.1	-1	-25	1.1	18	4	-8
O=P(c1ccccc1)(c1nc2ccccc2s1)N1CCOCC1 (stereo unspecified)	-8	-17	0.72	-22	-12	1.2	-4	9	12
COC(=O)C1=C(N)OC(C)=C(C(C)=O)C12C(=O)N(C)c1ccccc12 (stereo unspecified)	7	x	-0.69	x	x	1.4	x	6	x
Cc1ccc(NC(=O)CSc2nnc([C@@H](N)Cc3c[nH]c4ccccc34)o2)c(C)c1	2	4	0.43	5	-2	1.2	-7	-3	8
Cc1cc(C)n2nc(SC(C)C(=O)N3CCC4(CC3)OCCO4)nc2n1 (stereo unspecified)	0	4	-0.021	-1	3	0.9	-6	1	-20
COC(=O)C(O)(c1ccc(N(C)S(=O)(=O)c2ccccc2)cc1)C(F)(F)F (stereo unspecified)	-1	x	1.1	x	x	1.4	x	8	x
Fc1ccc(N2CCN(Cc3ccc4c(c3)OCO4)CC2)cc1	5	x	0.3	x	x	0.9	x	8	x
COc1ccc(CC(=O)N2CCN(C)CC2)cc1OC	-11	0	0.73	-16	7	1.3	12	0	0
CCN(CC)c1ccc(N=Cc2c(O)n(-c3ccccc3C)c(=O)[nH]c2=O)cc1	5	7	1.5	13	-11	1.1	8	-4	2
CC(NCc1ccc(Cl)cc1)C(O)c1ccccc1 (stereo unspecified)	x	4	-0.22	5	-19	x	-5	x	33
Cc1cccc(-c2nc3ccccc3c(=O)n2-n2cccc2)c1	-3	-5	-0.31	31	9	0.9	-5	-4	-2
CCOP(=O)(C#CC(C)(C)C)C(C)(O)c1ccccc1 (stereo unspecified)	-26	5	-0.32	-41	-37	1.1	-19	-6	21
COC(=O)CC1NC2CCCCC2NC1=O (stereo unspecified)	7	-18	-0.53	-16	-19	1.1	20	8	11
CCCn1ncc(C(=O)O)c1C	-1	-5	1.3	-10	-12	1.1	-12	8	-5
NC12CN3CN(CN(C3)C1)C2 (tested in a mixture with another compound)	-14[fluorescence artefact?]	-10	-0.047	-9	-8	1	5	7	16
CCn1cc(C(=O)N2CCC3(CC2)OCCO3)c(=O)c2cc(S(=O)(=O)N3CCCC3)ccc21	-2	1	-1.2	-25	2	1.1	-1	3	x
O=c1[nH]c(=S)n(CCC2=CCCCC2)c(O)c1C=NCc1cccnc1	3	0	x	-24	-2	1.1	0	4	-4
Cc1cc(C)c(NC2=NCCCS2)c(C)c1	-10	-9	0.13	-40	-19	1.1	-14	12	0
Oc1ccc(/C=N/NP(=S)(c2ccccc2)c2ccccc2)cc1O	x	-3	x	0	1	x	20	x	-6
O=C(COc1ccc(Br)cc1)N1CCN(Cc2ccncc2)CC1	-1	-11	0.92	-30	-30	1.2	12	7	16
CCOC(=O)c1c(-n2c(C)cc(C=C3C(=O)NC(=O)NC3=O)c2C)sc2c1CCCC2	x	7	x	0	-35	x	-14	x	-15
CCOC(=O)CC1=C(C(=O)OCC)C2(C(=O)N1)C(C(=O)OC)=C(N)Oc1ccccc12 (stereo unspecified)	10	-7	0.52	x	22	1.2	x	5	x
CN(CC(=O)Nc1ccccc1-c1ccccc1)C1CCCCC1	4[fluorescence artefact?]	2	0.013	x	16	1	-7	5	-5
COc1ccc(CCNC(=O)c2c(N)n(CCN3CCOCC3)c3nc4ccccc4nc23)cc1OC	-2	1	2.2	6	-3	1.1	5	0	3
Cc1cc(S(=O)(=O)NCC(C)C)ccc1OCC(=O)N1CCN(Cc2ccccc2)CC1	-15	-8	-0.2	-2	-27	1.1	9	6	4
CCOC(C(=O)OCC(O)CN(CC)CC)(c1ccccc1)c1ccccc1 (stereo unspecified)	x	0	-0.042	-3	11	1.1	-10	x	-14
CS(=O)(=O)N1CCCC(C(=O)N2CCC3(CC2)OCCO3)C1 (stereo unspecified)	10	4	-0.11	-18	-16	1.1	1	4	-34
O=C1C2CCN(CC2)[C@@H]1Cc1ccc2ccccc2c1O	11	-2	0.093	-16	-27	1.4	12	7	11
Cc1ccccc1C1=NCC(=S)Nc2ccc(Cl)cc21	1	0	-1.6	-15	-53	1	8	4	-9
CC(=O)c1c(O)n(C)c(=S)n(-c2ccccc2)c1=O	x	-1	-0.21	-3	7	x	-14	x	31
O=C1NC(=O)C2(Cc3c(nc4ccccn4c3=O)N3CCCCCC32)C(=O)N1Cc1ccccc1 (stereo unspecified)	-6	4	2.5*	-25	8	1.2	8	3	3
Cn1cccc1CNCCc1ccc(F)cc1	7	1	1.4	-9	-3	1.1	-5	6	6
CCOc1ccc(CC2C(=O)NC(=O)N(c3ccc(CC)cc3)C2=O)cc1 (stereo unspecified)	3	2	-0.05	-11	-19	x	18	7	18
O=C(CN1CCOCC1)NCC(=O)Nc1ccc(Br)cc1C(=O)c1ccccc1	5	-12	0.28	-10	4	1.1	0	4	-1
O=C(Cn1cc(C(=O)c2ccccc2)c2ccccc21)NCc1ccco1	x	-7	-0.089	1	88*	1.4	14	x	15
Cc1cc2c(s1)NC(=O)CN=C2c1cccs1	-6	-1	-0.0011	2	-46	1	12	8	5
CC(=O)NC1CC2CCC(C1)N2 (stereo unspecified)	-7	11	-0.11	-30	-4	1	-10	2	6
c1ccc(CNCCc2ccc3c(c2)OCO3)nc1	-5	-7	0.063	-6	10	1.3	-22	8	5
Cc1cc(C=O)c(C)n1C1CCCCC1	-2	-1	0.18	14	-18	1.1	-7	-2	-4
CCCCCCOC(=O)c1ccccc1N	0	x	-0.02	x	x	1.6	x	5	x
O=C(C1CC(=O)N(c2ccc(F)c(Cl)c2)C1)N1CCC2(CC1)OCCO2 (stereo unspecified)	-3	-3	0.83	6	5	1.1	10	2	4

An excerpt from above in order of molar mass, ascending.
SMILES	Smad3 inh	LYP inh 2	DAT uptake mod	HUVEC tox TNFa	IL1B cytotox	MT1-MMP txn act	VCAM1 TNFa inh	Calb biofilm kill	cytoskel mod
Cn1cccc1CNCCc1ccc(F)cc1	7	1	1.4	-9	-3	1.1	-5	6	6
c1ccc(CNCCc2ccc3c(c2)OCO3)nc1	-5	-7	0.063	-6	10	1.3	-22	8	5
Cc1cc2c(s1)NC(=O)CN=C2c1cccs1	-6	-1	-0.0011	2	-46	1	12	8	5
CC(=O)c1c(O)n(C)c(=S)n(-c2ccccc2)c1=O	x	-1	-0.21	-3	7	x	-14	x	31
O=C(CN1CCOCC1)NCC(=O)Nc1ccc(Br)cc1C(=O)c1ccccc1	5	-12	0.28	-10	4	1.1	0	4	-1
O=C1NC(=O)C2(Cc3c(nc4ccccn4c3=O)N3CCCCCC32)C(=O)N1Cc1ccccc1 (stereo unspecified)	-6	4	2.5*	-25	8	1.2	8	3	3

Continuation.
SMILES	Smad3 inh	LYP inh 2	DAT uptake mod	HUVEC tox TNFa	IL1B cytotox	MT1-MMP txn act	VCAM1 TNFa inh	Calb biofilm kill	cytoskel mod
Fc1ccccc1N1CCN(Cc2c(F)cccc2F)CC1	-4	-6	0.16	2	11	1	0	-3	-4
O=C1CC(=O)N(c2cccc(Cl)c2)C(=O)N1	9	1	-0.31	-8	22	1	24	9	1
COc1ccc(C(=O)N2CCOCC2)cc1S(=O)(=O)N1CCC(C)CC1	x	-10	0.017	-34	15	1.3	-8	x	2
C1=C(c2c[nH]c3ccccc23)CCNC1	-13	-17	-0.55	-23	2	1.1	-5	0	5
CCOC(=O)c1cc2c(cn1)[nH]c1ccccc12	-17	x	2	x	x	1.5	x	4	x
CC(=NCc1ccco1)c1c(O)n(C)c(=O)n(C)c1=O	-3	6	2	3	1	1.3	-7	0	-24
COCCCn1c(N)c(C(=O)OCCOC)c2nc3ccccc3nc21	-1	x	0.93	x	x	1	x	0	x
CCOc1ccc(-n2c(O)c(C=Nc3ccc(N4CCOCC4)cc3)c(=O)[nH]c2=O)cc1	-1	2	0.48	34	12	1.1	-4	7	-5
Cn1c(O)c(/C=N/c2ncccn2)c(=O)n(C)c1=O	x	5	-0.5	1	20	x	24	x	-4
CCC(C)NS(=O)(=O)c1ccc(OCC(=O)N2CCN(CC)CC2)cc1 (stereo unspecified)	3	0	0.62	-27	-34	1.3	5	2	15
CC(N)Cc1c[nH]c2ccc(Cl)cc12 (stereo unspecified)	0	-1	-0.64	-4	x	1	39*	7	8
COC(=O)CC1=C(C(=O)OC)C2(C(=O)Nc3c(C)cccc32)C(C#N)=C(N)O1 (stereo unspecified)	1	-3	0.8	-24	-10	1.2	6	4	40
COC(=O)c1cc2c(s1)=NC=NP=2(N1CCOCC1)N1CCOCC1	4	-1	-0.28	-24	-7	1.1	8	6	18
CCCCC12CNCC(C)(CNC1)C2=O	x	12	-0.7	39	2	1.2	30	x	13
CC1(C)COC(Nc2ccc(Cl)cc2)=N1	8	10	-0.61	-5	4	x	10	4	-4
O=C(c1cccs1)N1C2CCC1CC(O)(c1cccnc1)C2 (stereo unspecified)	1	-1	-0.73	50	2	1.1	33	7	-8
CN1CCN(Cc2cc(C(C)(C)C)c(O)c(C(C)(C)C)c2)CC1	6	-2	0.0083	x	9	1.1	10	5	4
CN1CCc2nc(N)c(C#N)c(-c3ccccc3)c2C1	x	18	0.073	-21	-31	x	15	x	47
CC(=O)NC(Cc1ccc(N(CCCl)CCCl)cc1)C(=O)O (stereo unspecified)	-2	2	-0.03	-10	8	1.1	22	7	1
COc1ccc(CCN(C)Cc2c(F)cccc2F)cc1OC	4	2	1.3	-26	-18	1.3	-23	4	-21
CC1=NN(c2ccccc2)C(=O)/C1=C/c1c(O)[nH]c(=S)[nH]c1=O	x	13	-0.59	-11	28	x	-2	x	13
Cc1ccc(-n2c(O)c(C=NCc3cccnc3)c(=O)[nH]c2=O)cc1C	0	-10	0.44	-16	13	1.2	4	8	36
C=Cn1c(P(=S)(N2CCOCC2)N2CCOCC2)cc2c1CCCC2	7	0	-0.22	-37	-16	1.1	2	10	12
O=C(CN1C2CCC1CC(O)(c1cccnc1)C2)Nc1ccc2c(c1)OCO2 (stereo unspecified)	x	8	0.97	-13	7	1.2	2	x	11
COC(=O)c1ccc(COc2cc(C)cc3oc(=O)c4c(c23)CCCC4)o1	10	-11	0.0037	-25	-3	1.2	16	x	1
Cc1cc(CN(C)C)c(OC(=O)N(C)C)cc1C	8	-15	0.048	-23	-1	1.1	2	3	16
CCN1CCN(Cc2cc(Br)cc(OC)c2O)CC1	2	2	0.54	-38	2	1.1	-2	7	-2
CCC(=NCCC1=CCCCC1)c1c(O)[nH]c(=O)[nH]c1=O	-19	5	-0.41	16	11	0.9	-9	0	-21
